# Compound activity (PubChem BioAssay)
# pAkt inh – inhibitors of Akt phosphorylation; 0.32% of 360,000 active; activity change, % for hits at 50 µM; Neuro2A IGF-stimulated pAkt S473 HTRF, 20 min; stronger effect = lower value; AID 651550; in the data active means activity change below about -80%; inconclusive means mostly about -51% to -80%; further: on the % scale 0 is the no-effect control and ±100 the full control effect
#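 Neuro2A cells (4,500/well, DMEM with 0.5% FBS) were treated with compound at a single 50 µM final concentration, stimulated with 6 nM IGF for 20 min at 37 °C, and lysed. Phospho-Akt Ser473 was read by HTRF as 665/615 ratio ×10^4.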
# TDP-43 yeast inh – inhibitors of TDP-43 toxicity in yeast; TDP-43 expressing yeast growth rescue, BacTiter-Glo, 24 h; 1.8% of 410,000 active; Potency, µM (top dose mostly 46.1 µM), inactives show top-dose growth rescue (activation), actives largely listed as activators; further: potency means the concentration at half of the fitted maximal effect; % of control where 0% means no effect; nearly all actives have a fitted effect of over 50% in size
#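 In this qHTS, compounds that restore growth of yeast expressing TDP-43 appear as activators. Cells (OD600=0.02, galactose medium, raffinose-pregrown) are incubated with compound 24 hr at 30 deg C and growth is quantified by BacTiter-Glo.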
# Abeta rescue – compounds reversing amyloid beta toxicity in yeast; yeast expressing A-beta42, growth rescue, OD600, 48 h; response scale: 0% DMSO, 100% iron-clioquinol control; Potency, µM (doses to about 46.1 µM), for inactives: at the highest dose growth rescue, usual class: activators; 0.063% of 410,000 active; further: potency means the concentration at half of the fitted maximal effect; nearly all actives have a fitted effect of over 55% in size
#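 Yeast A-beta toxicity model in growth medium with pinned compounds, 48 h at 30 C; growth read as absorbance at 600 nm. Normalized to FeCl3/clioquinol equimolar mix (positive) and DMSO (negative).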
# GLP1R inv ag – acts as inverse agonist at human GLP-1 receptor | P43220 | HEK293 GLP-1R CRE-luciferase, luminescence, 24 h; GLP-1R form is constitutively active | Potency, µM (doses to about 38.3 µM), for inactives: at the highest dose activity change, negative = inhibition, actives largely listed as inhibitors | 1.6% of 410,000 active; further: potency means the concentration at half of the fitted maximal effect; on the % scale 0 is the no-effect control and ±100 the full control effect; nearly all actives have a fitted effect of over 55% in size
#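 HEK293 cells stably co-expressing constitutively active GLP-1R and a cAMP-responsive luciferase reporter were seeded in DMEM with 10% Nu serum, given compounds after 12 h, and incubated 24 h at 37 deg C. Luminescence was then read.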
# FUS yeast rescue – suppressors of FUS proteinopathy in yeast; S. cerevisiae FUS-expressing, growth rescue, OD600, 24 h; Potency, µM (titrated, usually from 76.6 µM), without a hit: at the top dose growth rescue (activation), actives largely listed as activators; 0.24% of 390,000 active;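 further: potency means the concentration at half of the fitted maximal effect; plate controls were DMSO vehicle for no effect and reference control for full effect; nearly all actives have a fitted effect of over 55% in size; some results filed as inactive show a strong effect at the top dose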
#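 Read-out: OD at 600 nm after 24hr at 30C, reporting rescue of FUS-induced yeast toxicity. Cells at OD 0.005 in galactose (2%) minimal medium; compounds tested in a dilution series; CP55940 titration from 92uM final as control.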
# GLP-1R agonist – GLP-1 receptor (human) agonism | HEK293 GLP-1R CRE-luciferase, luminescence, 4-6 h; cells express a hypersensitive GLP-1R form | Potency, µM (top dose mostly 45.6 µM), without a hit: top-dose activation, usual class: activators | 0.007% of 380,000 active | AID 624172; further: potency means the concentration at half of the fitted maximal effect; % of control where 0% means no effect
# PTHR1 ag – PTHR1 (human) receptor agonism | Potency, µM (highest dose often 115 µM), for inactives: top-dose activation, hits mostly activators | AID 743266 | 0.075% of 410,000 active | HEK293 GP2 PTHR1 cells, GloSensor cAMP luminescence, 1 h; further: potency means the concentration at half of the fitted maximal effect; nearly all actives have a fitted effect of over 55% in size; some results filed as inactive show a strong effect at the top dose; inactives centre near -15; many of its hits are not listed in these tables
# Target sequence (Q03431 whole entry, looked up): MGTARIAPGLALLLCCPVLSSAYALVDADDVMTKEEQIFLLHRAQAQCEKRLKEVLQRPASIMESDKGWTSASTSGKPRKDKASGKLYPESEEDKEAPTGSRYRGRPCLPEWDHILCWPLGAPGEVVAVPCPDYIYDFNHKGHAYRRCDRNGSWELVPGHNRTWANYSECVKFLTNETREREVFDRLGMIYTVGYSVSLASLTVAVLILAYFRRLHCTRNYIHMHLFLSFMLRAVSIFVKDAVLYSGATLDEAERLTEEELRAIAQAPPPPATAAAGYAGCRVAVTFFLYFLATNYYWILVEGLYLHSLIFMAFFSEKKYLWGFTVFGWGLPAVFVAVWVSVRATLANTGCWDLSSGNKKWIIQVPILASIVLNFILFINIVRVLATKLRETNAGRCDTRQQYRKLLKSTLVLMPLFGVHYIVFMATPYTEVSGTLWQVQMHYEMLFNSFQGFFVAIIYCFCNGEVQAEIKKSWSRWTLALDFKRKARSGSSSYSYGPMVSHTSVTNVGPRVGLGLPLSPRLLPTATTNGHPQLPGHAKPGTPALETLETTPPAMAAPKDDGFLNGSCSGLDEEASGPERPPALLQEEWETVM
#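 HEK-293-derived GP2 cells expressing PTHR1 and a GloSensor cAMP reporter, 3,000/well, plated overnight, given luciferin plus IBMX (each 0.5 mM as added) for 1 h at 37 °C, then compound for 1 h at 37 °C. Luminescence was read after 15 min at room temperature.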
# D3 antag – blocks the human D3 dopamine receptor | D3R cells, DiscoveRx beta-arrestin luminescence, antagonist mode; stronger effect = lower value | max response, negative = inhibition, % | 2.5% of 360,000 active | AID 652054; in the data active means max response below about -50%; inconclusive means no clear call, values can overlap the other calls; further: on the % scale 0 is the no-effect control and ±100 the full control effect; mostly tested at two doses, the higher about 12 µM
# Target sequence (P35462 whole entry, looked up): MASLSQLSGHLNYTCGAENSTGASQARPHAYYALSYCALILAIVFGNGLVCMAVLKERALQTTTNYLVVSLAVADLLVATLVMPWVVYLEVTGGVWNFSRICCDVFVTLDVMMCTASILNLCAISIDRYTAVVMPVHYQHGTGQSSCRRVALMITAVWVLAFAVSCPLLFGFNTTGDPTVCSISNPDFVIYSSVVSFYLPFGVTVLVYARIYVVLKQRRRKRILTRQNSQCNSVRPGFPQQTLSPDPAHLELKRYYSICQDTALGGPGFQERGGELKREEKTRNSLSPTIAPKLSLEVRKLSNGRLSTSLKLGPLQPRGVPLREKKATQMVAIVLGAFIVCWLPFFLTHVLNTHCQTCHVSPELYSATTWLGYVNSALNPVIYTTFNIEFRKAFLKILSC
#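 Cells expressing the human receptor were seeded at 1500 cells/well, incubated overnight at 37 degrees C in 5% CO2, then exposed to library compounds with dopamine controls for 90 minutes at 37 degrees C before luminescent detection.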
# aSyn yeast inh – alpha-synuclein toxicity inhibition in yeast; Yeast expressing alpha-synuclein, growth rescue, BacTiter-Glo, 24 h; Potency, µM (highest dose often 46.1 µM), inactives show at the highest dose growth rescue (activation), most hits filed as activators; 0.14% of 370,000 active; AID 652106; further: potency means the concentration at half of the fitted maximal effect; % of control where 0% means no effect; nearly all actives have a fitted effect of over 65% in size
#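 Readout is rescue of growth in alpha-synuclein-expressing yeast, so inhibitors of toxicity appear as activators. Growth after 24 hr at 30 deg C in galactose medium is quantified by luminescence.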
# * marks the source's active call; other numbers are inactive results; i = inactive; ? = inconclusive; · = not tested or not shown; [ ] = remark or other dose. Unless noted, the call rests on the fitted dose curve; in most records, active means well fitted curve in the direction sought with a large enough effect; inconclusive means small, poorly fitted or top-dose-only effect, or another doubt; inactive means no such curve, though single readings can be large; an effect the other way counts as inactive or inconclusive. These rows are one share of the data, so the mix of outcomes need not match the whole.
SMILES,pAkt inh,TDP-43 yeast inh,Abeta rescue,GLP1R inv ag,FUS yeast rescue,GLP-1R agonist,PTHR1 ag,D3 antag,aSyn yeast inh
OCCC#Cc1ccc(N2C(c3ccsc3)=Cc3ccc(F)cc3C2c2c[nH]c3ccccc23)cc1 (stereo unspecified),i,?,5%,?,?,-4%,-47%[inhibitor],-4,0%
CNc1nc(SCC(=O)OC)nc(N2CCOCC2)n1,i,3%,-3%,0%,6%,3%,i,7,-4%
CCOC(=O)c1oc2c(CN3CCN(C)CC3)c(O)ccc2c(=O)c1-c1ccccc1OC,i,-3%,6%,-7%,-13%,0%,i,10,2%
COc1ccc2nc(SCCOC(=O)Nc3ccc(Cl)cc3)nc(C)c2c1,i,?,-9%,?,·,2%,-33%[inhibitor],12,-9%
O=C(COC(=O)c1ccc(CN2CCCC2=O)cc1)Nc1ccc(F)cc1,i,14%,-4%,45%[activator],-16%,-1%,-25%,10,?
O=C(NNC(=O)c1cccc2ccccc12)c1ccc(Cl)cc1,i,-4%,-10%,26%,0%,14%,-24%,-7,-11%
COc1cc(-c2nc(N)n[nH]2)cc(OC)c1OC,i,16%,-3%,4%,17%,3%,i,18,-7%
CC(C)CN(C(=O)CN1CCN(c2ccc(O)cc2)CC1)c1c(N)n(CC(C)C)c(=O)[nH]c1=O,i,0%,27%,6%,·,-1%,-10%,0,5%
COc1ccc(-c2cc(=O)oc(-c3cccc(C)c3)n2)cc1,i,3%,-2%,17%,-12%,-6%,i,-7,26%
CCCCCN1CN(S(=O)(=O)c2cccs2)c2nc3ccccc3nc21,i,-11%,-2%,-2%,11%,4%,i,3,-1%
CCOC(=O)c1c(C)cc(C)n2c1nc1ccccc12,i,6%,-19%,8%,-22%,23%,-6%,-9,-3%
Cc1cc(C)n(-c2nc3nonc3nc2-n2nc(C)cc2C)n1,i,-2%,15%,0%,-36%,-5%,-6%,8,-4%
CCc1ccc(NC(=O)CSC2=Nc3ccccc3C3=NC(CC(=O)NCc4cccs4)C(=O)N23)cc1 (stereo unspecified),·,8%,-8%,11%,-12%,·,-21%,·,·
Cc1nc(NC(=O)c2cccc(Cl)c2)sc1C(=O)N1CCCCC1,i,?,7%,?,12%,-3%,-13%,-8,1%
O=C(NCc1ccc2c(c1)OCO2)C1CC(c2cccc(Br)c2)=NO1 (stereo unspecified),i,?,11%,?,11%,0%,i,8,5%
O=C(OC(C(=O)NCc1ccc(F)cc1)c1ccccc1)c1ccco1 (stereo unspecified),i,6%,2%,9%,7%,2%,-20%,9,7%
CCOc1ccc(OCCC(=O)N2CCc3cc(OC)c(OC)cc3C2)cc1,i,·,-4%,-23%,16%,23%,-8%,16,·
NC(=O)COc1ccc(Cc2ncc(C(F)(F)F)cc2Cl)cc1,i,27%,-5%,16%,-8%,12%,i,12,-1%
Cc1ccc(C(=O)Nc2cccc(NC(=O)c3ccc(C)o3)n2)o1,i,7.9µM*,1%,12%,5%,6%,i,9,-15%
CCOC(=O)c1ccc(NC(=O)C(CC)Sc2nnc3c4ccccc4n(C)c3n2)cc1 (stereo unspecified),·,12%,-9%,11%,12%,·,i,·,·
COc1cccc(/C=N/NC(=O)c2nnn(-c3nonc3N)c2CN(C)c2ccccc2)c1,i,4%,0%,?,-10%,1%,-17%,-1,-12%
Cc1ccc(S(=O)(=O)c2cnc(SCC(=O)Nc3ccc4c(c3)OCCO4)[nH]c2=O)cc1C,·,-3%,-10%,6%,?,-1%,i,·,-2%
CCOC(=O)C1C(c2ccc(O)c(OC)c2)NC(=O)NC1(O)C(F)(F)F (stereo unspecified),i,22%,-10%,6%,-23%,3%,i,17,-1%
CCN1CCN(C(=O)NC2CCCCC2)CC1,i,5%,10%,0%,-20%,-4%,0%,9,14%
O=C(CCN1CCOCC1)c1ccc(N2CCCCC2)cc1,i,26%,-57%[inhibitor],9%,-14%,-3%,-2%,-76*,0%
Oc1ccc(-c2nc(-c3ccccc3)c(-c3ccc(Br)cc3)[nH]2)cc1,·,19%[9.22 µM],-14%,?,18%,·,-39%[inhibitor],·,·
CCc1ccc(C(=O)NNC(=O)[C@H](C)NC(=O)c2ccco2)cc1,i,15%,-7%,5%,-10%,0%,-9%,3,0%
O=[N+]([O-])c1ccc2[nH]c(O)c(N=Nc3ccc(F)cc3)c2c1,i,-3%,-2%,-7%,6%,-5%,i,-13,0%
COc1ccc(Cn2c(CO)cnc2SCC(=O)NCc2ccco2)cc1,·,11%,-9%,-10%,-10%,7%,-16%,·,-2%
Cc1nn(Cc2ccc(F)cc2)c(Cl)c1/C=N/NC(=O)c1cccnc1,i,4%,1%,-23%,-28%,7%,i,5,-1%

# Copied from the list:
# CCCCCN1CN(S(=O)(=O)c2cccs2)c2nc3ccccc3nc21 @ GLP-1R agonist = 4%
# CC(C)CN(C(=O)CN1CCN(c2ccc(O)cc2)CC1)c1c(N)n(CC(C)C)c(=O)[nH]c1=O @ TDP-43 yeast inh = 0%

# Limited to TDP-43 yeast inh and Abeta rescue, for 2 of the compounds above:
Compound | TDP-43 yeast inh | Abeta rescue
Cc1nn(Cc2ccc(F)cc2)c(Cl)c1/C=N/NC(=O)c1cccnc1 | 4% | 1%
Cc1ccc(S(=O)(=O)c2cnc(SCC(=O)Nc3ccc4c(c3)OCCO4)[nH]c2=O)cc1C | -3% | -10%

# Following part
SMILES,pAkt inh,TDP-43 yeast inh,Abeta rescue,GLP1R inv ag,FUS yeast rescue,GLP-1R agonist,PTHR1 ag,D3 antag,aSyn yeast inh
CC(Sc1nnnn1C)C(=O)Nc1ncc(Cl)cc1Cl (stereo unspecified),i,13%,11%,21%,-14%,2%,-22%,-5,0%
CCc1ccc2ncc3c(-c4ccc(C)cc4)nn(CC(=O)Nc4ccc(C)cc4)c3c2c1,·,?,5%,3%,-33%,·,i,·,·
Cc1cc(C2=NNC(=NC3CC3)SC2)c(C)n1-c1ccccc1F,i,22%,-23%,?,?,-4%,-32%,-4,-21%
CS(=O)(=O)c1ccc2nc(NC3(C(F)(F)F)N=C4SCCN4C3=O)sc2c1 (stereo unspecified),i,0%,-11%,-1%,5%,-1%,i,-23,-1%
COc1ccccc1CNC(=O)CC(c1ccc(OC)c(OC)c1)N1Cc2ccccc2C1=O (stereo unspecified),·,14%,1%,-19%,12%,10%,-20%,·,-5%
COC(=O)C1=CNC=C(C(=O)OC)C1c1ccc(Cl)cc1,i,5%,-4%,?,7%,2%,-8%,-10,6%
Cc1nc2ccc(NC(=O)Cc3cccc(F)c3)cc2s1,i,-20%,-9%,-2%,-3%,-1%,i,20,1%
Cc1cccc(-n2ncc3c(NCCc4ccc(S(N)(=O)=O)cc4)ncnc32)c1,i,6%,-8%,-25%,18%,7%,i,-24,-2%
Cc1cc(C)c(S(C)(=O)=O)c(Oc2ccc(F)cc2)n1,i,?,-9%,1%,·,3%,i,-2,5%
Cc1ccc(NCc2nnc(SCC(=O)NCCc3ccccc3)n2C)cc1,i,1%,-9%,-1%,·,-1%,i,-13,-6%
COc1cc2cc(C(c3nnnn3C3CCCC3)N3CCc4ccccc43)c(=O)[nH]c2cc1OC (stereo unspecified),i,18%,-5%,-4%,?,8%,4%,9,-2%
COc1ccccc1CNS(=O)(=O)c1csc(C(N)=O)c1,i,-27%,-8%,1%,13%,1%,4%,-10,-8%
CCOC(=O)N1CN(C(=O)OCC)CN(C(=O)OCC)C1,i,9%,2%,18%,-21%,1%,i,17,3%
CCCCCn1nc(C(=O)N(CC)c2c(N)n(CCCC)c(=O)[nH]c2=O)c2ccccc2c1=O,i,-23%,-6%,0%,15%,1%,i,-23,-4%
Cc1ccc(S(=O)(=O)Oc2ccc(/C=C(/NC(=O)c3ccccc3)C(=O)NCCC(=O)O)cc2)cc1,i,24%,-6%,12%,17%,4%,i,7,0%
Cc1cccc(-c2nc(CS(=O)CC(=O)NCC3CCCO3)c(C)o2)c1 (stereo unspecified),i,9%,6%,7%,-4%,-2%,i,6,3%
O=C1CC(c2ccco2)CC(O)=C1C=Nc1cc(Cl)cc(Cl)c1 (stereo unspecified),i,-15%,4%,-22%,7%,-19%,i,-11,3%
COc1ccc(NC(=O)CCOc2ccccc2C)cc1S(=O)(=O)N1CCCCC1,i,0%,9%,?,43%,10%,-31%[inhibitor],-11,1%
O=C(Cn1cnc2ccccc21)NC(c1ccccc1)c1ccccc1,i,-2%,-18%,0%,30%,0%,?,20,1%
Cc1onc(-c2ccccc2Cl)c1C(=O)NCC1CCCO1 (stereo unspecified),i,-13%,6%,13%,-7%,-13%,5%,-14,-5%
Cc1cccc(C2=NOC(=O)/C2=C\c2ccccc2F)c1,i,6%,-15%,6%,11%,5%,?,-6,-4%
C=CCOc1ccc(S(C)(=O)=O)cc1,i,7%,1%,5%,-24%,0%,6%,16,-1%
Cc1cc(C)nc(NC(=O)c2ccc(COc3ccccc3Cl)cc2)c1,i,-16%[0.397 µM],13%,?,25%,9%,-25%,13,0%
CN(CC(=O)N1CCN(c2ncccn2)CC1)S(=O)(=O)c1ccc(Cl)cc1,i,-6%,-2%,-8%,20%,9%,-4%,-3,2%
COc1cccc(CN(C)Cc2nc(C3CC3)no2)c1,i,-9%,-11%,-24%,-18%,-9%,?,-8,-2%
COc1cc2c(cc1OC)CC(=O)NC=C2,i,2%,1%,24%,-6%,6%,i,-6,-8%
CCSc1nnc(-c2ccc(S(=O)(=O)N3CCOCC3)cc2)n1C,i,-8%,-20%,15%,-47%[inhibitor],1%,?,0,1%
Cc1cccc(NC(=O)CCn2ccnc2C)c1,i,-11%,-5%,16%,-16%,2%,i,-28,-1%
